m-calpain inh – inhibitors of pig calpain II; purified calpain II, fluorogenic peptide substrate, 30 min; inhibition, % at 16 µM; 220,000 tested, 0.37% active;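 active means inhibition above about 50%, limit read from the data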
Rad51 HR inh – Rad51 (human) homologous recombination inhibition; Q06609; hRad51 DNA strand exchange, fluorescence dequenching; inhibition, % at 10 µM; 200,000 tested, 0.085% active; AID 1385;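 active means inhibition above 40% at the single screening dose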;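 further: 0% = DMSO control wells and 100% = blanks with heterologous ssDNA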
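Material: human Rad51–ssDNA filaments; Probe or stimulus: labelled 47-mer dsDNA for strand exchange; Doses: single 10 µM dose; Incubation: 37 °C 15-min filament assembly, 30-min compound preincubation, 15-min exchange; Technique: FRET fluorescence dequenching, excitation 485 nm, emission 520 nm; Measure: Fluorescence-based percent inhibition, control- and blank-normalised; Benchmarks: plate control and blank wells.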
Cl transport mod – modulates chloride dependent transport by human KCC2; B-score of Tl+ flux slope (higher = more flux/activation; lower = inhibition) at 10 µM; KCC2 cells, thallium flux FluoZin-2 fluorescence; 190,000 tested, 2.2% active;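 active means thallium flux slope and its plate-corrected score both differing from the plate sample mean at a set confidence after two filtering rounds, in either direction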;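 further: slope of fluorescence scaled to starting intensity during 10 to 20 s after thallium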
PERK inh – inhibitors of human PERK kinase. Q9NZJ5. CHO PERK-DD fusion, SEAP luminescence translation reporter. inhibition, % at 5.6 µM. 220,000 tested, 0.17% active. AID 1416;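 active means inhibition above the mean inhibition of all tested compounds plus 3 SD, set separately per screening campaign, cut at about 2.9% in these data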;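 further: PERK kinase domain activated by AP20187 dimerizer at 100 nM; 0% = DMSO with dimerizer and 100% = rapamycin at 8.4 µM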
Furin inhibitor – inhibitors of human furin; AID 463115; 220,000 tested, 0.061% active; P09958; inhibition, % at 30 µM; purified furin, fluorogenic substrate cleavage; in the data active means inhibition above about 25%; further: inactives centre near -15
Target sequence (P09958 108-714 limits assumed): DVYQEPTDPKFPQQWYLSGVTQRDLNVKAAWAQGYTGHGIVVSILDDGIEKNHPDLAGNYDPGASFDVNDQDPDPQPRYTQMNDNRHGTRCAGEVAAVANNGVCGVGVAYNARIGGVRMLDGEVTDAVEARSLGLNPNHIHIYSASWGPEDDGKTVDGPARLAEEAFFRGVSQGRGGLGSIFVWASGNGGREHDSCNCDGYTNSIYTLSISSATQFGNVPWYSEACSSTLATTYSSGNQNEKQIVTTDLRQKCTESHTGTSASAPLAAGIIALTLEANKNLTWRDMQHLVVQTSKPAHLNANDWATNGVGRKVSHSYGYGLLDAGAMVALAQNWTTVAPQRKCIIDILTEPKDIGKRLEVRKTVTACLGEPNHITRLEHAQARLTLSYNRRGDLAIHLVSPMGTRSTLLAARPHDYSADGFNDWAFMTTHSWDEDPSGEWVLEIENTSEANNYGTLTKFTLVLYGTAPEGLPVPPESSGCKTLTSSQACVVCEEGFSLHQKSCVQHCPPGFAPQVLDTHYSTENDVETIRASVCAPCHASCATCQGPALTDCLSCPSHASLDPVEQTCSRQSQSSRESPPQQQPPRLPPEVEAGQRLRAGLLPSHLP
* hit, by the source's call; x = not tested or not shown; & = joins results of further samples; [ ] = another dose, or the depositor's remark. A portion of the library; count on the stated rates, not on these rows.

SMILES | m-calpain inh | Rad51 HR inh | Cl transport mod | PERK inh | Furin inhibitor
CC(=Nc1ccc2c(c1)CCC2)c1c(O)n(C)c(=O)n(C)c1=O | x | -1.0 | x | x | x
COC(=O)C1=C(c2cc3ccccc3o2)C[C@@H]2CC[C@H]1N2C(=O)N1CCOCC1 | x | -1.0 | x | x | x
CN=C1CN(O)C(c2ccccc2)=c2cc(Cl)ccc2=N1 | x | 6.8 | x | x | x
CCCCOC(=O)c1ccc(NC(=O)c2c(O)[nH]c(=O)[nH]c2=O)cc1 | x | 2.9 | x | x | x
COC(=O)C1=C(c2cc3ccccc3s2)C[C@@H]2CC[C@H]1N2C(=O)NCC1CC1 | x | -1.6 | x | x | x
COC/C=C1\CN2C3C[C@@H]1[C@H]1COC4=Nc5cc(OC)c(OC)c(OC)c5[C@@]43C[C@@H]12 | x | 2.1 | x | x | x
O=C(O)C(Cl)(Cl)Cl | x | 3.4 | x | x | x
CC[C@H]1CN2CC[C@@]3(C(=O)Nc4ccccc43)[C@@H]2C[C@@H]1/C(=C\OC)C(=O)OC | x | 0.7 | x | x | x
COC(=O)C1=C(c2ccccc2)C[C@@H]2CC[C@H]1N2C(=O)N1CCCC1 | x | 2.3 | x | x | x
CCC1=CCN(CCc2c(C)[nH]c3ccccc23)CC1 | x | -3.6 | x | x | x
COC(=O)C1=C(c2cccc(OC)c2OC)C[C@@H]2CC[C@H]1N2C(=O)NCc1ccco1 | x | 7.0 | x | x | x
COc1nc(C)nc(NC(=O)NS(=O)(=O)c2ccccc2Cl)n1 | x | 4.9 | x | x | x
COC(=O)C1=C(c2cc3ccccc3s2)C[C@@H]2CC[C@H]1N2C(=O)NCc1cccc2ccccc12 | x | -4.9 | x | x | x
C=C1C(=O)[C@@]23C[C@H]4[C@@H]5[C@@]6(C)CCC[C@@]57[C@@H]2[C@@H](O)[C@@H]1C[C@H]3[C@H]7N4C6 | x | 3.4 | x | x | x
COC(=O)C1=C(c2cccc(OC)c2OC)C[C@@H]2CC[C@H]1N2C(=O)N1CCC(C)CC1 | x | 0.1 | x | x | x
CC1=C(C/C(C)=C/c2ccccc2)/C(=C/CO)[C@@H]2OC(=O)O[C@]2(C)C12CC2 | x | -13.5 | x | x | x
C/C=C1/CN2[C@@H]3C4CO[C@@H]3c3c([nH]c5cc(OC)ccc35)[C@@H]2CC14 (stereo not given in full) | x | 1.5 | x | x | x
COC(=O)C1=C(c2ccc(S(C)(=O)=O)cc2)C[C@@H]2CC[C@H]1N2C(=O)NCc1ccco1 | x | -1.1 | x | x | x
CCN1C[C@@]2(COC)C3[C@@H](OC)[C@H]4[C@@H]1[C@@]3(C1C[C@@]3(O)[C@H](OC(=O)c5ccccc5)C1[C@]4(OC(C)=O)[C@@H](O)[C@H]3OC)[C@@H](OC)C[C@H]2O (stereo not given in full) | x | -0.2 | x | x | x
COC(=O)C1=CO[C@@H](C)[C@H]2CN3CC[C@]4(C(=O)Nc5ccccc54)[C@@H]3C[C@H]12 | x | 0.7 | x | x | x
COC(=O)C1=C(c2cc3ccccc3s2)C[C@@H]2CC[C@H]1N2C(=O)N1CCOCC1 | x | -1.6 | x | x | x
CC[C@H]1CN(C)CCc2c([nH]c3ccccc23)C(=O)C[C@@H]1/C(=C\OC)C(=O)OC | x | -1.6 | x | x | x
COC(=O)C1=C(c2cc3ccccc3o2)C[C@@H]2CC[C@H]1N2C(=O)NC(C)C | x | -1.1 | x | x | x
CCOC(=O)c1cccc(NC(=O)c2c(O)[nH]c(=O)[nH]c2=O)c1 | x | 0.2 | x | x | x
COC(=O)C1=C(c2ccc(S(C)(=O)=O)cc2)C[C@@H]2CC[C@H]1N2C(=O)NCCO | x | 6.6 | x | x | x

Quoted from above, two compounds:
SMILES | m-calpain inh | Rad51 HR inh | Cl transport mod | PERK inh | Furin inhibitor
CC(=Nc1ccc2c(c1)CCC2)c1c(O)n(C)c(=O)n(C)c1=O | x | -1.0 | x | x | x
COC(=O)C1=C(c2cc3ccccc3o2)C[C@@H]2CC[C@H]1N2C(=O)N1CCOCC1 | x | -1.0 | x | x | x

Whole records, quoted from the list. Values in the order: m-calpain inh	Rad51 HR inh	Cl transport mod	PERK inh	Furin inhibitor
COc1nc(C)nc(NC(=O)NS(=O)(=O)c2ccccc2Cl)n1 across the screens: x	4.9	x	x	x
COC(=O)C1=C(c2ccc(S(C)(=O)=O)cc2)C[C@@H]2CC[C@H]1N2C(=O)NCc1ccco1 across the screens: x	-1.1	x	x	x
C=C1C(=O)[C@@]23C[C@H]4[C@@H]5[C@@]6(C)CCC[C@@]57[C@@H]2[C@@H](O)[C@@H]1C[C@H]3[C@H]7N4C6 across the screens: x	3.4	x	x	x
CC(=Nc1ccc2c(c1)CCC2)c1c(O)n(C)c(=O)n(C)c1=O across the screens: x	-1.0	x	x	x

The listing continues.
SMILES | m-calpain inh | Rad51 HR inh | Cl transport mod | PERK inh | Furin inhibitor
CC[C@H]1CN(C)C[C@@]2(C(=O)OC)Cc3c([nH]c4ccccc34)C(=O)C[C@@H]12 | x | -2.7 | x | x | x
COC(=O)C1=C(c2cccc(OC)c2OC)C[C@@H]2CC[C@H]1N2C(=O)N1CCOCC1 | x | -8.7 | x | x | x
COC(=O)C1=C(c2ccccc2)C[C@@H]2CC[C@H]1N2C(=O)NCCCOC(C)C | x | -5.4 | x | x | x
COC(=O)C1=CO[C@@H](C)[C@@H]2CN(CCc3c[nH]c4ccccc34)CC[C@H]12 | x | -7.0 | x | x | x
COC(=O)[C@@H]1C[C@]2(C(=O)O)c3ccccc3N(OOSc3ccccc3)[C@@H]2N1C(=O)OC | x | -6.1 | x | x | x
COc1cccc2c1O[C@H]1C(=O)CC[C@H]3CN(C)CCC231 (stereo not given in full) | x | -10.5 | x | x | x
COC(=O)C1=C(c2ccccc2)C[C@@H]2CC[C@H]1N2C(=O)NC1CCCCC1 | x | 6.6 | x | x | x
C=C(C)[C@@]12OC3(c4ccccc4)O[C@@H]1C1[C@@H]4O[C@]4(CO)[C@@H](O)[C@]4(O)C(=O)C(C)=C[C@H]4[C@@]1(O3)[C@H](C)[C@H]2OC(=O)/C=C/C=C/c1ccccc1 (stereo not given in full) | x | -1.1 | x | x | x
C=C(C)[C@H]1CN[C@H](C(=O)O)[C@H]1CC(=O)O | x | 3.3 | x | x | x
CC1(C)CC[C@]2(C)CC[C@]3(C)C4C[C@@H]5OO[C@@]6(O5)C(CCCC6(C)C)[C@]4(C)CC[C@@]3(C)C2C1 (stereo not given in full) | x | -0.5 | x | x | x
CN1CCc2cc(O)cc3c2[C@H]1Cc1ccc(O)c(O)c1-3 | x | 1.1 | x | x | x
CN(CCOc1ccc(CC2SC(=O)NC2=O)cc1)c1ccccn1 (stereo not given) | x | -1.9&1.1 | x | x | x
COC(=O)C1=C(c2ccccc2)C[C@@H]2CC[C@H]1N2C(=O)NCC1CC1 | x | 1.8 | x | x | x
CC[C@@H]1C=CC=CC[C@H](C)[C@@H](O)[C@@H](C)C(=O)[C@H](C)[C@@H](O)[C@H](C)C(=O)[C@H](C)[C@@H](O)[C@H](C)C=CC(=O)O[C@H]2[C@@H](C)[C@@H](CC1)O[C@@]1(CC[C@@H](C)[C@@H](C[C@H](C)O)O1)[C@@H]2C | x | -3.3 | x | x | x
COC(=O)C1=C(c2cccc(OC)c2OC)C[C@@H]2CC[C@H]1N2C(=O)NC1CCCCC1 | x | -1.0 | x | x | x
O=C(Nc1ccccc1)c1c(O)[nH]c(=O)[nH]c1=O | x | -0.4 | x | x | x
COC(=O)C1=C(c2ccccc2)C[C@@H]2CC[C@H]1N2C(=O)NCc1ccc(F)cc1 | x | -8.4 | x | x | x
COC(=O)C1=C(c2ccccc2)C[C@@H]2CC[C@H]1N2C(=O)NC(C)C | x | -10.5 | x | x | x
COC(=O)C1=C(c2ccccc2)C[C@@H]2CC[C@H]1N2C(=O)N1CCCCC1 | x | 4.1 | x | x | x
COc1ccc(C[C@H]2NC[C@H](O)[C@H]2OC(C)=O)cc1 | x | -2.0 | x | x | x
NC(=O)OCCCc1ccccc1 | x | -5.7 | x | x | x
CCN1C[C@@]2(COC)C3[C@@H](OC)[C@H]4[C@@H]1[C@@]3(C1C[C@H]3[C@H](O)C1[C@]4(O)C[C@H]3OC)[C@@H](OC)C[C@H]2O (stereo not given in full) | x | 7.5 | x | x | x
COC(=O)C1=C(c2cc3ccccc3s2)C[C@@H]2CC[C@H]1N2C(=O)NC1CCCCC1 | x | 0.2 | x | x | x
CCN(C(C)=O)c1cccc(-c2ccnc3c(C#N)cnn23)c1 | -370.3 | x | x | 1.3 | x
NC(=O)CS(=O)C(c1ccccc1)c1ccccc1 (stereo not given) | -18.9 | x | 0.024 | 1.2 | x
Cc1c(/C=C2/CC3C4CC=C5CC(O)CCC5(C)C4CCC3(C)C2=O)cnn1C (stereo not given) | x | x | 0.502 | 0.8 | -6.6[20 µM]
CCn1ncc(/C=C2/CC3C4CC=C5CC(O)CCC5(C)C4CCC3(C)C2=O)c1C (stereo not given) | x | x | -1.15 | 0.8 | -6.7[20 µM]
Cc1cccc(-n2c(CN3C(=O)c4ccccc4C3=O)nc3ccccc3c2=O)n1 | x | x | -1.37 | 1.2 | -9.7[20 µM]

Results in Rad51 HR inh and Furin inhibitor, for some of the entries so far:
Compound,Rad51 HR inh,Furin inhibitor
C/C=C1/CN2[C@@H]3C4CO[C@@H]3c3c([nH]c5cc(OC)ccc35)[C@@H]2CC14 (stereo not given in full),1.5,x
COC(=O)C1=C(c2ccc(S(C)(=O)=O)cc2)C[C@@H]2CC[C@H]1N2C(=O)NCc1ccco1,-1.1,x
CCN1C[C@@]2(COC)C3[C@@H](OC)[C@H]4[C@@H]1[C@@]3(C1C[C@@]3(O)[C@H](OC(=O)c5ccccc5)C1[C@]4(OC(C)=O)[C@@H](O)[C@H]3OC)[C@@H](OC)C[C@H]2O (stereo not given in full),-0.2,x
COC(=O)C1=CO[C@@H](C)[C@H]2CN3CC[C@]4(C(=O)Nc5ccccc54)[C@@H]3C[C@H]12,0.7,x
COC(=O)C1=C(c2cc3ccccc3s2)C[C@@H]2CC[C@H]1N2C(=O)N1CCOCC1,-1.6,x

High-throughput results (PubChem BioAssay)
